# Screening data from PubChem BioAssay.
# HUVEC prolif 384: blocks proliferation of human endothelial cells | hit rate 1.1% among 86,000 | HUVEC proliferation, CellTiter-Glo luminescence, 72 h; active compounds read low | viability, % at 10 µM (by protocol) | AID 648;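 active = viability at or below 30%; inactive = viability above 30%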;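 note: 100% = median luminescence of DMSO-only cell control wells on each plate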
# PostGolgi yeast: growth inhibition of a yeast mutant, post-Golgi transport screen | post-Golgi transport phenotypic cell assay | inhibition, % at 10 µM | hit rate 0.9% among 98,000;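 note: yeast cells grown in 1536-well plates; yeast grown about 18 h at 30C before absorbance read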
# S1P2 blocker: blocks the human S1P2 receptor; O95136; inhibition, % at 5 µM; cell-based S1P2 antagonist assay, inhibition at 5 uM; hit rate 0.21% among 97,000; in the data active = inhibition above about 45%;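 note: CRE beta-lactamase reporter cells expressing human S1P2 stimulated with S1P; 0% = agonist at EC80 alone and 100% = agonist plus reference antagonist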
# Target sequence (O95136 whole entry, looked up): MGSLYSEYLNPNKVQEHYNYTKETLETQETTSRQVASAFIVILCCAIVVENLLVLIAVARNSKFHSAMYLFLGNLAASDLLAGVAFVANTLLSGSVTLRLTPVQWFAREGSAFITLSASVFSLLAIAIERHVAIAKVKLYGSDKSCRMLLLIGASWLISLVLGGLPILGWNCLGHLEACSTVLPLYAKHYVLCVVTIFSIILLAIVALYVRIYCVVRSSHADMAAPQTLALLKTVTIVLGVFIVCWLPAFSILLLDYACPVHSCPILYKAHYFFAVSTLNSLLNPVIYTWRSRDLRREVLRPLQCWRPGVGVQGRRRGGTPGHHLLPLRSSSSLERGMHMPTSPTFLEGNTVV
# S1P2 agonist: S1P2 (human) receptor agonism; activation, % at 4.5 µM; S1P2-expressing cell line, agonist reporter read-out; hit rate 0.46% among 97,000; in the data active = activation above about 16%;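 note: 0% = vehicle low control and 100% = maximal reference agonist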
# H69AR growth 86K: blocks growth of human H69AR lung tumor cells; viability, % at 10 µM; H69AR lung tumor viability, ATP luminescence, 72 h; active compounds read low; hit rate 6% among 85,000;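 active = viability at or below 40%; inactive = viability above 40%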;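 note: multidrug resistant small cell line overexpressing MRP-1 efflux transporter; 100% = mean luminescence of untreated control wells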
# DAT uptake mod: human DAT dopamine uptake with cocaine, either direction; LLC-PK1 hDAT cells, [14C]-dopamine uptake with cocaine IC80; actives deviate in either direction; B-score at 10 µM; hit rate 1.3% among 110,000;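 active = Z score or B-score, a plate-position-corrected score, falls beyond the plate's 99.7% confidence bounds, in either direction; inactive = both scores lie inside the 99.7% bounds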;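 note: scored against the spread of the other compound wells on the same plate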
# Target sequence (Q01959 whole entry, looked up): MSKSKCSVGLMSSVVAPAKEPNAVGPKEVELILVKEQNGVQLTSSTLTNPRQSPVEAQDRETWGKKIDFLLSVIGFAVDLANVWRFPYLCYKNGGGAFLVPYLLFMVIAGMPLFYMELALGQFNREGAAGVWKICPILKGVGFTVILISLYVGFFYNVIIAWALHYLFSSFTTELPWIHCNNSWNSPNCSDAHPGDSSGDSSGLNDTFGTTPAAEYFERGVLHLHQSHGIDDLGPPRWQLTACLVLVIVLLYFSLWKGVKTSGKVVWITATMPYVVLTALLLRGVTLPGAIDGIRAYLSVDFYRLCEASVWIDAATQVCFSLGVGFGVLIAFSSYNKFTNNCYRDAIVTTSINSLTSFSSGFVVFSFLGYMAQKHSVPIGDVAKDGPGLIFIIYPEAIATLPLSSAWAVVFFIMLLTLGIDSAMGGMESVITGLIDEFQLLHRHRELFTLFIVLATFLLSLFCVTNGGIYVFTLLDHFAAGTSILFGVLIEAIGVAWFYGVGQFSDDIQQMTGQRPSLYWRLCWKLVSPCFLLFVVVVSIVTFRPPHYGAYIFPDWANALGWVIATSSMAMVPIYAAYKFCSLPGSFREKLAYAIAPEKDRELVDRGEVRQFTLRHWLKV
# PostGolgi ctrl: inhibits growth of the yeast control strain; hit rate 5% among 98,000; efflux-deficient yeast background strain, growth absorbance A615, 16 h; inhibition, % at 10 µM; AID 738
# E coli WT exp: blocks growth of wild type E. coli BW25113 | OD600 absorbance | growth inhibition, % at 100 µM | hit rate 0.15% among 98,000;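 active = growth inhibition above about 50% at one test dose, limit read from the data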;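 note: growth measured after 20 h incubation at 37 °C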
# Fibroblast inh: blocks proliferation of human lung fibroblasts; LL 47 human lung fibroblast viability, ATP luminescence; active compounds read low; hit rate 1.1% among 85,000; viability, % at 10 µM;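 active = viability at or below 50% in the single dose screen; inactive = viability above 50%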;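 note: compound exposure lasted 72 h before the ATP readout; 100% = median luminescence of untreated cell-only wells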
#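 Benchmarks: Cell-only wells, no compound | Test system: LL 47 human lung fibroblasts, passage 12 or lower | Input: 1,150 cells/well | Measured by: CellTiter-Glo luminescence measuring cellular ATP | Medium: IMEM, 15% FBS supplement | Schedule: Overnight attachment after seeding, then 72 h compound exposure at 37 °C | Doses: Compound addition at 0.1% DMSO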
# Starred values were filed as active, the others as inactive; . = not tested or not shown. Cut-off read from the data, not from the text of the source, unless noted: active = inhibition above about 30%; inactive = the rest.
# The line under a structure holds: HUVEC prolif 384, PostGolgi yeast, S1P2 blocker, S1P2 agonist, H69AR growth 86K, DAT uptake mod, PostGolgi ctrl, E coli WT exp, Fibroblast inh
COc1ccccc1NC(=O)c1sc2ncn(Cc3ccccc3C)c(=O)c2c1C
  ., 9, -4, -7, ., 0.46, 2, -7, .
CN(C)S(=O)(=O)c1ccc(C(=O)Nc2nnc(-c3ccc4c(c3)CCCC4)o2)cc1
  40, -2, 14, -2, 28*, -0.33, 2, 10, 71
CC(=O)c1c(C)[nH]c(C(=O)CSc2nnc(-c3ccccc3)o2)c1C
  ., -18, 11, -9, ., 1.9, 9, -5, .
NC(=O)C(c1ccccc1)C1CCCCC1 (configuration not stated)
  113, 1, 1, -3, 90, 0.81, 2, 7, 108
O=C(O)CSc1nnc(C2COc3ccccc3O2)n1-c1ccccc1 (configuration not stated)
  102, -4, -10, -4, 97, -1.2, 2, 1, 100
O=C(CSc1nc(-c2ccco2)cc(C(F)(F)F)n1)NC1CCCCCCC1
  64, ., -19, -2, 51, 0.65, ., ., 93
Cn1nc(C(=O)Nc2cccc(C(F)(F)F)c2)c2ccccc2c1=O
  ., -1, 4, -4, ., ., 11, -7, .
CCn1c(=O)cc(OCC(=O)O)c2ccccc21
  99, -3, -4, -7, 96, -0.086, -1, -2, 101
CC1S/C(=C(\C#N)C(=O)NCc2ccco2)N(c2ccc(F)cc2)C1=O (configuration not stated)
  78, -3, -8, 0, 88, 0.051, -4, -3, 91
Nc1nnc(SCC(=O)NC2CCCCC2)s1
  92, ., -5, -4, 89, 0.26, ., ., 98
Cc1cc(NC(=O)Cc2c(F)cccc2Cl)no1
  94, 10, 15, -5, 89, -0.4, 8, 9, 107
COc1ccc(C2C(C#N)=C(N)OC3=C2C(=O)CCC3)cc1Cn1nc(C)c([N+](=O)[O-])c1C (configuration not stated)
  ., 9, 10, -10, ., -0.22, 5, -1, .
O=C(CN1CCN(c2ccccn2)CC1)Nc1ccc(Oc2ccccc2)cc1
  103, 58*, -2, -3, 73, -1.8, 2, -3, 94
COc1ccccc1CNc1cc(C)ccc1C
  92, 13, 2, 0, 90, -1.6, -1, -2, 103
CN(C)c1ccnc(Oc2ccccc2)c1C#N
  ., 1, 6, 0, ., -1.1, -5, -1, .
CCCn1c(SCC(=O)N2CCCC2)nc2c1c(=O)n(C)c(=O)n2C
  89, 0, 3, -5, 84, 0.047, 7, 7, 103
Cc1ccc(CNc2nc3ccccc3s2)s1
  71, -5, -17, -3, 98, 0.033, 6, 5, 84
O=C(CN1CCCc2ccccc21)NCc1ccc2c(c1)OCO2
  77, ., ., ., 95, 0.25, ., ., 105
Cn1cc(S(=O)(=O)CC(=O)Nc2ccc3c(c2)OCO3)c2ccccc21
  89, ., 6, -6, 79, -0.038, ., ., 97
CCCCOC(=O)C1=C(C)Nc2nnnn2C1c1ccccc1Cl (configuration not stated)
  92, 3, -2, -4, 60, 0.033, 29, 3, 77
COc1ccc(OC)c(CN(CCCN2CCOCC2)C(=O)Nc2ccccc2)c1
  95, ., 7, -5, 73, 0.61, ., ., 112
c1cncc(-c2noc(-c3ccco3)n2)c1
  109, -2, 0, -7, 94, 0.66, 15, 14, 110
CCn1c(C)c(/C=N/Nc2nc3ccccc3s2)c2ccccc21
  64, 11, 10, -4, 43, -0.013, 17, -3, 96
Cc1ccc(S(=O)(=O)N2CCCCC2)cc1C(=O)Nc1ccc(N2CCOCC2)cc1
  104, 0, 16, -8, 97, -0.029, 8, -5, 98
O=C(c1ccc(S(=O)(=O)N2CCOCC2)cc1)N1CCN(c2ccccc2)CC1
  96, -3, ., ., 88, -1.8, -4, -5, 103
C=CCn1c(=O)c(C(=O)Nc2ccccc2O)c(O)c2ccccc21
  119, 3, -7, 0, 89, 0.12, 9, -6, 97
CC[n+]1c(/C=C/C=C/N(C(C)=O)c2ccccc2)sc2ccccc21
  ., 1, 10, -2, ., -0.21, -4, 5, .
c1nc2sc3c(c2c2nnnn12)CCCC3
  69, -1, 16, -8, 92, -0.78, 24, 8, 90
Cc1ccc(C2C(=O)N(C3CCCC3)CC(=O)N2C2CCCCC2)cc1 (configuration not stated)
  90, -4, -8, -2, 85, -0.65, 6, 1, 81
CCOC(=O)Cn1nc(-c2ccc(C)cc2)ccc1=O
  100, -1, 9, 0, 99, 1.4, 5, 7, 100
Cc1cc(C(=O)Nc2ccc(C(=O)O)cc2)c(-c2ccccc2)o1
  109, -1, -5, -1, 96, -0.06, -9, -11, 96
Cc1ccc(NC(=O)CSC2=C(C#N)C(c3ccc4c(c3)OCO4)CC(=O)N2)cc1C (configuration not stated)
  ., 5, ., ., ., -0.71, 12, -16, .
CCCn1c(N2CCN(S(=O)(=O)Cc3ccccc3)CC2)nc2ccccc21
  77, 13, -1, -11, 39*, 0.29, 11, 4, 57
NC(=O)c1cc(N2C(=O)C3CC=CCC3C2=O)ccc1N1CCCCC1 (configuration not stated)
  98, 4, 1, -4, 94, 1.6, -1, -4, 98
CCN(CC)c1ccc(C(=O)Nc2cccc(F)c2)cc1
  47, -3, 12, -6, 25*, 1.5, 10, -4, 77
COCCn1c(C2CCCCC2)nc2sc3ccccc3c(=O)c2c1=O
  121, 39*, 6, -6, 88, 1.7, 85*, -7, 104
O=C(CCCn1c(=S)[nH]c2ccccc2c1=O)NC1CCCC1
  92, 1, 1, -8, 74, 0.42, -2, -4, 103
Cc1ccccc1Cn1nc(C)c(NC(=O)c2cc3nc(-c4ccco4)cc(C(F)(F)F)n3n2)c1C
  96, 9, -11, -3, 89, 1.8, 10, -2, 115
CC(C)c1ccc(-c2cc(C(=O)N3N=C(C(F)F)CC3(O)C(F)F)c3ccccc3n2)cc1 (configuration not stated)
  ., 1, 8, -6, ., -0.35, 23, -15, .
COc1cccc(N2C(=O)C(CC(=O)Nc3ccccc3)N(C3CCCCC3)C2=O)c1 (configuration not stated)
  ., 9, 18, -6, ., 0.52, 16, -3, .

# Results in E coli WT exp, HUVEC prolif 384 and H69AR growth 86K (3 entries from above):
compound | E coli WT exp | HUVEC prolif 384 | H69AR growth 86K
COc1ccc(OC)c(CN(CCCN2CCOCC2)C(=O)Nc2ccccc2)c1 | . | 95 | 73
CC(C)c1ccc(-c2cc(C(=O)N3N=C(C(F)F)CC3(O)C(F)F)c3ccccc3n2)cc1 (configuration not stated) | -15 | . | .
CCN(CC)c1ccc(C(=O)Nc2cccc(F)c2)cc1 | -4 | 47 | 25*

# Other records follow.
# The line under a structure holds: HUVEC prolif 384, PostGolgi yeast, S1P2 blocker, S1P2 agonist, H69AR growth 86K, DAT uptake mod, PostGolgi ctrl, E coli WT exp, Fibroblast inh
CCn1c(SCC(=O)Nc2ccc3c(c2)OCCO3)nc2c(c1=O)SC(C)C2 (configuration not stated)
  89, 18, 4, -6, 88, ., 7, -3, 102
Cc1ccc(Cn2c(SCC(=O)NCC3CCCO3)nc3c(sc4ccccc43)c2=O)cc1 (configuration not stated)
  92, 5, -7, -1, 101, ., 8, -13, 93
Cc1ccccc1Cn1nc(C)c(NC(=O)c2noc3c2CCCC3)c1C
  97, 7, -11, -2, 91, -0.6, 21, 1, .
CCCCC1CC(CSC(=N)N)OC1=O (configuration not stated)
  90, 8, 9, -7, 101, 0.67, -1, 5, 96
O=C(Nc1ccc(Br)c(Cl)c1)C1CC1
  100, 9, 8, 1, 87, 0.88, 28, 22, 108
CC(C)CNS(=O)(=O)c1ccc(CCC(=O)NCc2ccco2)cc1
  97, -2, 2, -5, 72, 0.29, 15, -4, 101
O=[N+]([O-])c1cccc(C(=Nc2cccc(Cl)c2)NO)c1
  ., -10, -5, -1, ., 1.2, 7, 10, .
CC1(C)CC(=O)C2=C(C1)OC1=C(C(=O)CC(C)(C)C1)C2c1ccccc1
  96, 16, -25, -6, 95, -0.57, 19, 2, 104
CN(Cc1ccccc1)C(=O)CCC(=O)N(C)Cc1ccccc1
  88, -2, 12, -6, 87, 0.19, 3, 6, 98
Cc1ccccc1CN1CCNC(=O)C1CC(=O)O (configuration not stated)
  97, -5, ., ., 104, -0.051, -2, 0, 113
CCSc1ncnc2sc3c(c12)CCC3
  83, 1, 10, -9, 75, 0.023, 6, -2, 94
COc1ccc(S(=O)(=O)N(CC(=O)Nc2cc(C)on2)Cc2ccccc2)cc1
  91, 1, 8, -10, 77, -0.92, 16, 1, .
Nc1nc2ccc(S(=O)(=O)c3ccc4nc(N)sc4c3)cc2s1
  97, -1, 14, -4, 98, -0.21, 15, 3, 101
COC(=O)c1cccc(C(=O)Nc2ccc(F)cc2)n1
  93, -14, -8, -2, 93, 0.6, 32*, 6, 100
CC(CC(=O)NCc1cccnc1)c1ccccc1 (configuration not stated)
  103, ., -1, -8, 91, -0.22, ., ., 101
Cc1cccc(N2C(=O)C3C(c4ccccc4)OC4(C(=O)c5ccccc5C4=O)C3C2=O)c1 (configuration not stated)
  ., -3, -1, -5, ., -0.037, -14, -2, .
COc1ccccc1CN(C(=O)Cc1cccs1)C(C(=O)NC1CCCC1)c1ccncc1 (configuration not stated)
  ., -4, -6, -3, ., -1.1, 20, 4, .
CN1C(=O)/C(=C2/C=CC=CN2C)OC1=S
  89, -5, 9, -9, 100, -0.54, 10, 6, 95
CCOC(=O)c1[nH]c(=O)[nH]c1CSCCO
  96, -6, -19, -4, 104, -0.84, 10, -5, 100
Cc1nc2ncnn2c(C)c1Cc1c(Cl)cccc1Cl
  89, 6, -3, -3, 91, 0.046, 1, 3, 97
Cc1sc2ncn(CC(=O)NCCc3ccccc3)c(=O)c2c1C
  85, 1, 0, -3, 87, 0.9, -8, -4, 101
COC(=O)c1sc(S(=O)(=O)NCc2cccs2)c(C(=O)OC)c1C
  89, -2, -9, -3, 87, 1.5, 2, 25, 57
CCN(C)c1ccc(/C=N\n2nnnc2N)cc1
  ., 5, -19, 6, ., 0.57, 2, -4, .
Cc1c(CN(C)C(=O)c2sc3cc(Cl)ccc3c2Cl)cnn1C
  21*, 2, -21, -2, 77, 1.8, 22, 9, 100
O/N=C/c1cc(Br)ccc1OCc1cccc(F)c1
  ., 10, 9, -2, ., -0.13, 35*, 10, .
O=C(NCCNS(=O)(=O)c1ccccc1)N1CCOCC1
  110, -8, -9, -9, 88, -0.55, 25, 6, 101

# Part of the list above, reformatted:
canonical_smiles,HUVEC prolif 384,PostGolgi yeast,S1P2 blocker,S1P2 agonist,H69AR growth 86K,DAT uptake mod,PostGolgi ctrl,E coli WT exp,Fibroblast inh
CC(C)CNS(=O)(=O)c1ccc(CCC(=O)NCc2ccco2)cc1,97,-2,2,-5,72,0.29,15,-4,101
CC(CC(=O)NCc1cccnc1)c1ccccc1 (configuration not stated),103,.,-1,-8,91,-0.22,.,.,101
Cn1cc(S(=O)(=O)CC(=O)Nc2ccc3c(c2)OCO3)c2ccccc21,89,.,6,-6,79,-0.038,.,.,97
Cc1ccccc1CN1CCNC(=O)C1CC(=O)O (configuration not stated),97,-5,.,.,104,-0.051,-2,0,113
Cc1cccc(N2C(=O)C3C(c4ccccc4)OC4(C(=O)c5ccccc5C4=O)C3C2=O)c1 (configuration not stated),.,-3,-1,-5,.,-0.037,-14,-2,.
CCn1c(=O)cc(OCC(=O)O)c2ccccc21,99,-3,-4,-7,96,-0.086,-1,-2,101
